Assay outcomes deposited in PubChem BioAssay by several laboratories.
PHOSPHO1 block: PHOSPHO1 (human) inhibition | recombinant PHOSPHO1, absorbance phosphatase assay | Q8TCT1 | AID 1565 | inhibition, % at 13.3 µM | 1.1% of 290,000 active; in the data active = inhibition above about 60%
Target sequence (Q8TCT1 whole entry, looked up): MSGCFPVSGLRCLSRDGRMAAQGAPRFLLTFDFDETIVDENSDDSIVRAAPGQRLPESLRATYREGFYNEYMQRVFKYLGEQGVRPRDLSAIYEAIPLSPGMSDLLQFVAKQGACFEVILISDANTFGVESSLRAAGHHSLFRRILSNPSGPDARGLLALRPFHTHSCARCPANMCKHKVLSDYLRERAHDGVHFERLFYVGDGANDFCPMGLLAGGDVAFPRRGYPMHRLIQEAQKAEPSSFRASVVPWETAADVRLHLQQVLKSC
IDE inh: cellular human IDE inhibition. HEK cells, FAbetaB cleavage, fluorescence polarization. inhibition, % at 5.59 µM. 0.41% of 320,000 active;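 active = percent inhibition above the average of all tested compounds plus 3 SD, set per screening campaign, cut at about 16% in these data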;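 also: IDE supplied by intact live HEK cells; FP after avidin binding of uncleaved biotin substrate so inhibition keeps polarization high; 0% = DMSO wells and 100% = 60 µM reference IDE inhibitor Ii1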
VIM-2 inh: blocks Pseudomonas aeruginosa VIM-2 metallo-beta-lactamase. purified VIM-2, nitrocefin hydrolysis, epi-absorbance fluorescence. AID 1527. 0.89% of 290,000 active. inhibition, % at 5.6 µM;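 active = inhibition above the mean of all tested compounds plus 3 SD, cutoff set per screening run, cut at about 7.5% in these data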;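 also: red hydrolysis product quenches plate fluorescence so inhibitors raise well fluorescence; 0% = enzyme with DMSO and 100% = DMSO without enzyme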
IMP-1 inhibitor: blocks Pseudomonas aeruginosa IMP-1 metallo-beta-lactamase. purified IMP-1, nitrocefin hydrolysis, epi-absorbance fluorescence. inhibition, % at 5.6 µM. 0.45% of 290,000 active. AID 1556;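 active = inhibition above the mean plus 3 SD of all compounds in the same screening run, cut at about 4.5% in these data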;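 also: 0% = IMP-1 with DMSO and 100% = DMSO wells lacking enzyme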
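System: purified IMP-1; amount: IMP-1 0.2 nM before substrate addition; compound: single dose, 5.6 µM; times: 25 °C, 15 min preincubation, 25 min reaction; signal: Epi-absorbance via hydrolysed-nitrocefin quenching of white-plate fluorescence, 480/530 nm, EDTA stop; benchmarks: DMSO with and without IMP-1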
p-CIP stab down: lowers stability of the mouse p/CIP coactivator protein. Q05BA5. 0.01% of 290,000 active. decrease of EGFP signal, % at 10 µM. F442A p/CIP-EGFP cells, EGFP fluorescence, 16 h;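 active = EGFP signal decrease of at least 30% at 10 µM or well 3 SD below plate mean, unless failing retest; inactive = the rest, including hits failing retest or dose response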; also: some compounds called inactive have numbers as strong as hits; many of its hits are not listed in these tables
PfM18AAP inh: PfM18AAP enzyme inhibition; recombinant PfM18AAP, H-Glu-NHMec fluorogenic cleavage; inhibition, % at 7.35 µM; 1.2% of 290,000 active; AID 1822;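 active = inhibition above the campaign mean inhibition over all tested compounds plus 3 SD, cut at about 28% in these data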;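 also: 0% = plate median of test compound wells and 100% = 2 mM ZnCl2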
GPR7 antagonist: human neuropeptides B/W receptor 1 antagonism. GPR7-expressing cells, fluorescence antagonist assay. inhibition, % at 4.4 µM. AID 1861. 1.1% of 290,000 active. P48145; in the data active = inhibition above about 16%, passing the limit was not always enough;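 also: cells stimulated with the agonist NPW; 0% = agonist with vehicle and 100% = vehicle without agonist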
Target sequence (P48145 whole entry, looked up): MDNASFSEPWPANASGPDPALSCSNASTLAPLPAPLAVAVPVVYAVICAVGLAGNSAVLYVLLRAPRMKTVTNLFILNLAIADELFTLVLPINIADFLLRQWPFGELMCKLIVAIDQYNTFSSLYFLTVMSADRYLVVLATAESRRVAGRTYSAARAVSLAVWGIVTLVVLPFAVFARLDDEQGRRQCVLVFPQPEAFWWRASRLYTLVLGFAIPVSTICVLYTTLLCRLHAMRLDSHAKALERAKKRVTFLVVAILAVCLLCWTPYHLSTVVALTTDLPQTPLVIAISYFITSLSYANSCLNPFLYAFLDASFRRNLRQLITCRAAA
IDE cell activ: IDE (human) activation, cell-based; HEK cells, FAbeta-B cleavage, fluorescence polarization; 0% vehicle, 100% cell-free pure enzyme wells; activation, % at 5.96 µM; 0.073% of 340,000 active; AID 493087;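 active = activation above the mean of all tested compounds plus 3 SD, set per screening campaign, cut at about 17% in these data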
NALP1 yeast inh: inhibitors of NALP1 inflammasome in yeast; S. cerevisiae NALP1/ASC/caspase-1 growth, X-gal OD620, 72 h; inhibition, % at 10 µM; 0.61% of 280,000 active; AID 2071; in the data active = inhibition mostly above about 24%, no sharp cut-off; inactive = mostly below about 32%; also: some compounds called inactive have numbers as strong as hits
* hit, by the source's call; · = no result given; & = joins results of further samples.

PHOSPHO1 block,IDE inh,VIM-2 inh,IMP-1 inhibitor,p-CIP stab down,PfM18AAP inh,GPR7 antagonist,IDE cell activ,NALP1 yeast inh,Structure
8.7,2.9,-2.4,-3.4,-9.1,6.8,33.0,2.8,-6.0,CCOC(=O)N1CCN(S(=O)(=O)c2ccc(OCC)c3ccccc23)CC1
56.2,0.9,-1.3,-2.2,3.2,1.9,-8.0,9.7,3.7,CCN(CC)C(=O)C1CCCN(C(=O)CCn2nnnc2CN2CCOCC2)C1 (stereo unspecified)
1.9,-3.2,-1.8,-1.9,0.8,-6.3,-1.6,7.7,-10.0,C=CCOC(=O)C1=C(C)Nc2nnnn2C1c1ccc(OC)cc1OC (stereo unspecified)
26.9,0.3,-0.4,-1.3,-11.1,-6.3,-1.2,-4.5,13.3,Cc1ccc(C)c(Cn2nnc3c(=O)[nH]c(C4CCN(C(=O)c5ccco5)CC4)nc32)c1
14.1,2.0,-3.1,-4.5,-7.5,0.7,-10.3,6.1,36.2,CCOc1ccccc1CNCC1CCCO1 (stereo unspecified)
6.7,-2.0,-1.4,-0.6,-16.5,-5.8,-10.8,-1.1,3.9,O=C(CCN1C(=O)c2ccncc2C1=O)Nc1ccc(F)cc1
37.9,1.2,-3.3,-4.7,2.4,10.3,-7.3,8.3,3.4,CCCC12CN3CC(CCC)(CN(C1)C3C(O)C(O)C(O)CO)C2=O (stereo unspecified)
39.2,3.6,-1.6,-1.7,-20.6,-1.7,-6.3,0.0,23.0,O=C(NC1CCN(C(=S)Nc2ccccc2)CC1)C1CCCCC1
32.2,0.1,-2.5,-2.1,1.2,9.8,-13.1,-3.6,·,N#C/C(=C\c1cccs1)C(=O)c1ccccc1
22.7,2.3,-3.7,-0.3,-9.0,-2.6,1.6,-1.4,-7.5,Nc1ccc(S(=O)(=O)N2CCC(Cc3ccccc3)CC2)cc1
31.8,0.6,-3.6,-2.6,1.7,-1.9,-7.7,5.5,0.7,C/C(CC(=O)NCCN1CCOCC1)=N\NC(=O)c1ccncc1
26.1,-0.8,-3.7,-4.9,-20.5,1.4,-4.5,4.2,28.8,COc1ccc(-c2nc(Cn3c(SCc4ccc(C)cc4)nc4ccncc43)c(C)o2)cc1OC
5.7,0.9,-2.4,-4.4,-8.4,-0.9,25.5*,-6.3,2.0,O=C1CCCCCN1Sc1ccccc1
-3.0,1.1,-2.9,-2.4,5.2,-0.9,-6.1,1.4,0.4,CC(=O)OCC(=O)Nc1c(C)cccc1C
22.3,1.4,-6.3,-4.7,7.7,-2.5,-5.3,2.1,0.1,CCOc1ccccc1NC(=O)Cn1c(=O)c(OCC)nc2cnccc21
27.6,0.1,-2.6,0.6,5.8,-2.1,-4.4,-3.1,7.5,COc1ccnc(Oc2ccccc2)c1C#N
40.1,-3.6,-2.0,-0.5,4.1,-8.4,3.4,-4.5,-6.6,CCc1ccccc1OCC(=O)OCC(=O)c1c(N)n(C)c(=O)n(C)c1=O
·,2.9,1.1,-1.5,6.8,4.5,17.2,4.1,15.2,Nn1c(COc2ccccc2F)nnc1SCC(=O)NC1CCCC1
32.1,-1.2,-2.5,-1.1,-3.4,-1.7,-3.5,4.8,10.2,CCCCc1nc(SCCN2CCOCC2)c2c(=O)n(C)c(=O)n(C)c2n1
24.1,-1.2,-0.9,1.0,-17.0,-14.4,6.7,-2.2,30.9,O=S(=O)(c1ccccc1)N1CCCN(S(=O)(=O)c2ccccc2)CC1
9.4,-0.3,-2.8,-4.3,-0.8,6.8,-1.6,-3.7,28.6,O=C(Nc1c(Cl)ccc2nsnc12)c1cccnc1
24.0,-2.8,-0.2,-1.7,-7.4,-5.0,-12.0,5.6,25.6,CN(Cc1ccccn1)C(=O)CC1C(=O)NCCN1Cc1ccc(F)cc1Cl (stereo unspecified)
12.1,2.5,-1.7&-3.4,-0.8&-1.3,0.8,-0.3&-8.7,-5.7&-5.2,6.6,15.6&18.0,C[C@H]1O[C@H]1P(=O)(O)O
4.4,-3.3,0.4,-1.8,-9.7,-2.4,-3.2,-0.6,28.3,O=C(COC(=O)Cc1c(Cl)cccc1Cl)NCCC1=CCCCC1
12.6,2.4,-3.4,-0.3,8.2,-3.1,7.1,2.6,0.1,COc1ccc(-c2csc3ncnc(N4CCN(c5cccc(Cl)c5)CC4)c23)cc1
26.1,0.9,-3.2,-1.1,9.4,-2.5,-4.1,8.6,7.3,COc1cc(C(=O)NNC(=O)c2ccc(NC(=O)C(C)(C)C)cc2)cc(OC)c1OC
20.6,0.1,-0.5,-0.9,1.9,-7.4,-6.3,0.9,12.1,COc1ccc(-c2cc(C(=O)OCC(=O)Nc3ccc4c(c3)OCO4)c3ccccc3n2)cc1
-63.8,-0.9,0.0,-3.1,-8.3,7.9,-5.4,-12.3,-24.7,Cc1cc(NC(=O)Cn2ccsc2=N)c([N+](=O)[O-])cc1C
2.1,-1.1,-1.2,-3.6,-0.1,7.3,-8.4,3.7,24.6,CCCn1c(CNS(=O)(=O)c2ccc(C)cc2)nc2ccccc21
-8.2,3.3,-2.7,-2.4,1.5,-4.6,7.4,2.8,37.2,CCc1ccc(N2C(=O)CC(N(CC3CCCO3)C(=O)/C=C/C(=O)O)C2=O)cc1 (stereo unspecified)
-1.1,0.6,-0.2,-0.5,3.6,-9.9,0.7,0.0,12.8,CC(C)N(C(=O)COC(=O)[C@@H]1CC(O)CN1S(=O)(=O)c1ccccc1[N+](=O)[O-])C(C)C (stereo partly specified)
-6.1,3.5,-3.3,-1.2,4.2,3.0,-10.6,3.6,17.8,COc1ccc(NC(=S)N(CCc2c(C)[nH]c3ccccc23)Cc2ccco2)cc1
23.9,-1.3,-1.6,-3.2,-4.4,5.9,1.7,-4.1,11.8,CS(=O)(=O)c1ccc2nc(NC(=O)C3CC(=O)N(c4ccccc4)C3)sc2c1 (stereo unspecified)
6.2,3.5,-1.8,-0.9,1.8,-1.5,-7.0,-1.3,13.6,CCOC(=O)CNC(=O)C1COc2ccccc2O1 (stereo unspecified)
38.5,-5.3,-1.5,-2.3,-10.0,-6.1,-8.7,5.9,-22.6,O=C(OCC(=O)c1cccs1)c1ccc([N+](=O)[O-])o1
14.1,2.9,-3.6,-2.2,-3.6,1.9,4.7,2.6,23.0,O=C(C(Cc1ccccc1)n1cccc1)N1CCCCCC1 (stereo unspecified)
23.8,·,20.5*,-3.0,-8.1,-240.1,18.2,-0.7,11.5,Cc1cc(Cl)n2c(nc3ccccc32)c1C#N
18.4,2.1,-1.2,-2.5,-6.3,-0.3,0.4,1.5,11.0,COc1cc(CCC(=O)NCc2ccc(Cl)cc2)cc(OC)c1OC
38.1,-1.2,-1.1,-1.5,20.9,2.5,-4.3,5.3,7.4,Cc1cc(Cl)c(S(=O)(=O)NC2CCCC2)cc1OCC(N)=O
-11.6,6.7,0.2,-1.0,-1.7,-8.6,1.7,0.0,25.7,COc1ccccc1C(=O)NCC(c1cccnc1)N(C)C (stereo unspecified)

Arranged by the number under p-CIP stab down (low to high): 4 of the compounds above.
PHOSPHO1 block,IDE inh,VIM-2 inh,IMP-1 inhibitor,p-CIP stab down,PfM18AAP inh,GPR7 antagonist,IDE cell activ,NALP1 yeast inh,Structure
-63.8,-0.9,0.0,-3.1,-8.3,7.9,-5.4,-12.3,-24.7,Cc1cc(NC(=O)Cn2ccsc2=N)c([N+](=O)[O-])cc1C
23.9,-1.3,-1.6,-3.2,-4.4,5.9,1.7,-4.1,11.8,CS(=O)(=O)c1ccc2nc(NC(=O)C3CC(=O)N(c4ccccc4)C3)sc2c1 (stereo unspecified)
-6.1,3.5,-3.3,-1.2,4.2,3.0,-10.6,3.6,17.8,COc1ccc(NC(=S)N(CCc2c(C)[nH]c3ccccc23)Cc2ccco2)cc1
38.1,-1.2,-1.1,-1.5,20.9,2.5,-4.3,5.3,7.4,Cc1cc(Cl)c(S(=O)(=O)NC2CCCC2)cc1OCC(N)=O

(further entries)
PHOSPHO1 block,IDE inh,VIM-2 inh,IMP-1 inhibitor,p-CIP stab down,PfM18AAP inh,GPR7 antagonist,IDE cell activ,NALP1 yeast inh,Structure
-21.8,4.2,-3.0,-0.9,-9.0,-1.8,25.6*,2.7,8.3,Cc1ccc(NC(=O)c2cnc(N3CCN(c4ccccn4)CC3)c3ccccc23)c(Br)c1
-0.2,3.9,-0.7,-2.4,-11.1,-7.4,-6.5,1.2,8.1,O=C(CCNc1n[nH]c(=O)[nH]c1=O)N1CCOCC1
-8.6,-7.5,-1.5,-0.4,0.5,-0.3,-16.4,-2.2,13.3,COCCN1C(=O)c2cc(C(=O)Nc3ccc(C)c(F)c3)ccc2C1Nc1ccc(C)c(F)c1 (stereo unspecified)
-7.3,-4.2,-2.1,-4.9,-7.9,-4.4,-12.5,3.5,-13.7,CCCCC(=O)Nc1nc(C)c(C(C)=O)s1
29.3,6.3,-0.4,-0.6,7.6,-5.0,-15.3,5.4,14.2,Cc1[nH]c(C)c(S(=O)(=O)NCc2ccc(OC(C)C)cc2)c1C(=O)N1CCCC1
44.4,-3.9,-2.4,-1.4,-5.4,-2.4,-12.5,0.3,5.7,C=CCC(=O)NC1CC(C)(C)Cc2c1cnn2-c1ccccc1C (stereo unspecified)
-11.2,2.6,-1.8,-2.3,10.5,-6.8,-6.8,-0.6,-20.1,Cc1ccccc1NC(=O)CS(=O)(=O)c1cn(CC(=O)N2CCOCC2)c2ccccc12
4.9,1.9,-2.3,-1.8,-12.3,-6.6,8.2,-3.3,15.0,COc1ccccc1NS(=O)(=O)c1cc(NC(=O)c2ccc(Cl)nc2)ccc1Cl
4.7,-5.7,-0.8,-1.4,-1.4,-3.0,0.8,3.7,37.0,COc1ccc(CCNC(=O)CN2CCN(Cc3ccc(F)cc3)C2=O)cc1OC
-4.2,3.6,-0.7,-3.5,-7.6,3.7,3.4,3.1,1.7,CCn1c(=O)c2c3c(sc2n2cnnc12)CCC3
39.7,0.9,-0.4,-0.3,-5.9,1.4,-5.5,5.6,-29.9,Cc1ccc(S(=O)(=O)NCC(=O)OCc2ccccc2Br)cc1
17.1,3.9,-2.4,-2.1,17.1,-5.9,-10.4,3.8,-6.5,Cc1ccc(CCNC(=O)c2ccc(CS(=O)(=O)Cc3ccccc3F)o2)cc1
9.9,3.6,-1.5,-2.2,-12.2,6.9,1.6,-0.5,11.3,Cc1ccccc1NS(=O)(=O)c1nnc(NC(=O)c2ccc(Cl)cc2)s1
31.1,3.2,-0.6,-1.8,-4.3,2.1,-5.4,5.4,-5.2,O=C(NCC1CCCO1)c1ccc(NS(=O)(=O)c2ccccc2)cc1 (stereo unspecified)
-1.3,3.1,-0.5,-2.1,-3.3,3.2,-2.0,5.6,·,CC(NC(=O)COC(=O)[C@@H]1CCCN1S(=O)(=O)c1ccccc1F)C12CC3CC(CC(C3)C1)C2 (stereo partly specified)
53.4,15.5,-0.9,-1.4,-107.7,7.0,-6.4,-11.8,-4.8,N#Cc1cccc(NC(=O)CSc2ccc3c4c(cccc24)C(=O)c2ccccc2-3)c1
-0.5,2.8,-0.2,-2.6,3.5,9.2,-12.6,4.3,·,CCN(CC)c1nc2cc(OC)ccc2cc1C#N
-7.5,-0.1,-2.0,-2.0,3.7,-3.6,-5.3,-0.1,3.4,Cc1ccc(-n2cnc(=O)c3cccnc32)cc1
1.6,0.4,-1.9,-2.8,-15.2,-7.9,-7.4,0.3,9.0,CCOC(=O)c1c(NC(=S)Nc2ccccc2C)sc2c1CCC2
-7.8,6.0,-0.1,-2.6,-1.0,1.7,-6.5,-2.9,35.2,CN(c1ccccc1)S(=O)(=O)c1cccc(NC(=O)CSc2nncn2C)c1
